Bioassay records as filed in PubChem BioAssay.
MEX-5 binding = C. elegans MEX-5 TCR-2 RNA binding activity. Q9XUB2. MEX-5/FITC-TCR2 RNA binding, fluorescence polarization; stronger effect = lower value. activity score (negative = inhibition of binding), % at 10 µM. 300,000 compounds, 0.38% hits. AID 1832;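 active = inhibition past about -25% in most replicates, and total fluorescence under double the plate's negative control median, limit read from the data; inconclusive = replicates evenly split on the limit, or fluorescence at least double controls; inactive = too little inhibition in most replicates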;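 also: 0% = DMSO and -100% = 5 µM competing unlabeled TCR2 RNA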
Target sequence (Q9XUB2 whole entry, looked up): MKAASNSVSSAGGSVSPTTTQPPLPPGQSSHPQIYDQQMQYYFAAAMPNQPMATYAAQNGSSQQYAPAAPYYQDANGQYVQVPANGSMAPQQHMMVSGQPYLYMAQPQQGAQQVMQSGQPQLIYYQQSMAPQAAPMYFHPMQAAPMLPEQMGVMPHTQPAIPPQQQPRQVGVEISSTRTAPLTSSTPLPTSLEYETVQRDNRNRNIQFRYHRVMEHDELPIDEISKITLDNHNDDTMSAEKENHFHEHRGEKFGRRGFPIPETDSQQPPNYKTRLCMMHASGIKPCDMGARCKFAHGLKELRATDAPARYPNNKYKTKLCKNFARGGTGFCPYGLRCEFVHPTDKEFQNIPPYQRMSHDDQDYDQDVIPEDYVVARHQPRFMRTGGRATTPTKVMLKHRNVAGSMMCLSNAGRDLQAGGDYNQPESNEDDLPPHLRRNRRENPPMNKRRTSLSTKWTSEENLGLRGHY
GLD-1 RNA inh = GLD-1-TGE RNA interaction inhibition (C. elegans) | purified GLD-1 + fluorescein TGE RNA, fluorescence polarization | inhibition, % at 5.96 µM | 320,000 compounds, 0.44% hits;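 active = percent inhibition above a per-plate cutoff, the plate mean of test compounds plus 3 SD, cut at about 30% in these data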;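 also: 0% = DMSO wells with GLD-1 and probe and 100% = wells lacking GLD-1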
Target sequence (Q17339 whole entry, looked up): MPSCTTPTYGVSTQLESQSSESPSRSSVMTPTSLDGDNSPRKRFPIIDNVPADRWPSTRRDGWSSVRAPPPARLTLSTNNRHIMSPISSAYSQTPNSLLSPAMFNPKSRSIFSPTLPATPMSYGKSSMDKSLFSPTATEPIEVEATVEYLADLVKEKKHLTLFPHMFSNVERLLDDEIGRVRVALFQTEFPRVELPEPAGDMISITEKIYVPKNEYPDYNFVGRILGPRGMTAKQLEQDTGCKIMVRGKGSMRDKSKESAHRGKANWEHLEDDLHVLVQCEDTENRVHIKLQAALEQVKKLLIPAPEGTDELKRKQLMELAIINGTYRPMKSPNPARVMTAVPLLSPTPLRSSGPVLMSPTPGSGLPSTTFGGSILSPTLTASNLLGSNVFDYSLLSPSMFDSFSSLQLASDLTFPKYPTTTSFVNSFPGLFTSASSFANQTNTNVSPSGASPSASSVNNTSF
GRK2 aptamer HTS = inhibitors of human GRK2 displacing RNA aptamer | bead flow cytometry, FAM-aptamer displacement from GRK2 | inhibition of aptamer binding, % at 10 µM | 330,000 compounds, 0.59% hits | P25098;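 active = inhibition of aptamer binding above 40%, roughly 3 SD of noise, on plates passing a quality check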;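 also: median bead fluorescence of bound FAM aptamer so fluorescent compounds give negative values; no value below 0 was filed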
AGP1 TOR yeast = modulators of TOR pathway AGP1-GFP in S. cerevisiae; 320,000 compounds, 0.02% hits; AID 2066; S. cerevisiae AGP1-GFP multiplex flow cytometry, 3 h; GFP as percent of DMSO wells; GFP response vs DMSO, % at 10 µM;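 active = GFP response relative to DMSO above a set limit, near screen average plus 3 SD, cut at about 150% in these data; inconclusive = fewer than 70 cells counted for the yeast strain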;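 also: median GFP channel fluorescence of the gated AGP1 strain per well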
Fam108B inh = blocks mouse Fam108B hydrolase in RBBP9 counter-screen | recombinant Fam108B, FP-Rh probe fluorescence polarization | 300,000 compounds, 0.33% hits | AID 1947 | inhibition, % at 9.51 µM;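 active = inhibition above the screen mean inhibition plus 3 SD, computed separately per campaign, cut at about 18% in these data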;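 also: inhibitors lower polarization as less probe binds the enzyme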
VLA-4 inh = inhibition in a human VLA-4 binding assay | P13612 | VLA-4 expressing cells, ligand binding flow cytometry | inhibition, % (about 7 µM as worked out from the volumes in the protocol) | 330,000 compounds, 0.2% hits; in the data active = inhibition above about 50%
CIT2 TOR yeast = modulators of TOR pathway CIT2-GFP in S. cerevisiae; GFP response vs DMSO, % at 10 µM; 320,000 compounds, 0.065% hits; S. cerevisiae CIT2-GFP strain, flow cytometry, 3 h; 100 means same as DMSO wells;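 active = GFP response relative to DMSO above a set limit, near the screen mean plus 3 SD, cut at about 150% in these data; inconclusive = Fewer than 70 cells measured for a yeast strain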;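 also: ratio of well median GFP fluorescence to mean of DMSO wells on the plate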
MCL1-BIM inh = disrupts human MCL1 binding to BIM-BH3 peptide; GST-MCL1 / FITC-Bim-BH3 fluorescence polarization; 320,000 compounds, 0.68% hits; AID 2057; inhibition, % at 10.9 µM;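 active = inhibition above the mean inhibition of all tested compounds plus 3 SD, set per campaign, cut at about 40% in these data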;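 also: 0% = DMSO wells and 100% = unlabeled Bim-BH3 peptide control; higher means more loss of mP so more displacement of Bim peptide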
BCLXL inh = inhibitors of human Bcl-xL; GST-Bcl-xL / FITC-Bim BH3 peptide fluorescence polarization; Q07817; 320,000 compounds, 0.7% hits; inhibition, % at 10.9 µM;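 active = inhibition above the mean of all tested compounds plus 3 SD, cutoff set per campaign, cut at about 30% in these data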;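 also: 0% = DMSO wells and 100% = unlabeled Bim-BH3 peptide competitor; inhibitors lower millipolarization by displacing the labeled peptide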
An asterisk follows results filed as active; ? = inconclusive; nt = not tested or not shown. Rows were taken by chance; about 2.2% have a hit in one of these screens.

SMILES	MEX-5 binding	GLD-1 RNA inh	GRK2 aptamer HTS	AGP1 TOR yeast	Fam108B inh	VLA-4 inh	CIT2 TOR yeast	MCL1-BIM inh	BCLXL inh
Cc1ccc(C(=O)CSC2=C(C#N)C(c3ccco3)CC(=O)N2)c(C)c1 (centres undefined)	-0.1	8	32	103	2	-2	98	17	11
CCCCC1=CC2=C(c3ccco3)C(=O)C(C)(OC(=O)c3ccc(OC)cc3)C(=O)C2=CN1CCCCO (centres undefined)	-0.2	42*	1	103	5	19	93	89*	79*
O=C(/C=C/c1ccccc1Cl)Nc1ccncc1	-0.2	-4	4	103	-6	-1	113	7	5
CCC(C)[C@H](NC(=O)NCc1cccc(OC)c1)C(=O)OC (some centres undefined)	1.8	-4	0	100	2	-14	101	-7	-2
CCCn1c(=O)c(C(=O)NCc2ccccc2OC)c(O)c2ccccc21	-1.8	3	0	94	-3	-12	92	1	4
CCS(=O)(=O)N1Cc2ccccc2CC1C(=O)NC(C)C12CC3CC(CC(C3)C1)C2 (centres undefined)	1.0	3	0	nt	0	7	93	-18	-5
Cc1ccc(-c2nnc(SCC(=O)CC(=O)Nc3ccccc3)n2-c2ccccc2)cc1	-0.3	-5	0	104	-5	-4	106	-3	-3
CC(C)(C)c1ccc(OCC(=O)NNC(=S)NC(=O)c2ccco2)c(Br)c1	0.3	5	0	94	4	11	92	10	7
N/C(=N/OC(=O)c1ccccc1F)c1nonc1N	1.3	2	18	90	1	41	91	-3	0
Nc1cc(S(=O)(=O)N2CCOCC2)ccc1N1CCCCC1	nt	3	0	102	nt	6	117	nt	nt
O=C(O)Cn1c(O)c(C2=c3ccccc3=NC2=O)sc1=O	-3.4	6	5	100	-12	-216	118	15	7
C[C@H]1CC[C@@]2(O[C@H](CCO)C[C@H](O)[C@H]2O)O1	-2.9	2	0	90	4	-8	101	2	9
CC(C)(Cc1ccc(O)cc1)NC(=O)CC(=O)N=Nc1c(O)[nH]c2ccc(Br)cc12	-2.0	6	1	88	6	-4	nt	7	7
O=C(CCn1c(=O)[nH]c2ccsc2c1=O)NCc1ccc(F)cc1	0.0	3	0	107	-1	-7	101	-8	4
CCOC(=O)c1c(-c2ccccc2)oc2ccc(O)c(CN3CCCC3)c12	0.3	-2	0	114	-1	8	nt	0	4
Cc1ccc(S(=O)(=O)Nc2ccc3c(c2)OCCO3)cc1C	-0.6	-4	2	95	1	-3	nt	-2	2
NC(=O)CC(NC(=O)Cc1ccc(Br)cc1)c1ccc(NCc2ccc(F)cc2)c([N+](=O)[O-])c1 (centres undefined)	1.4	-17	1	82	-15	-5	80	-11	-6
O=C(c1ccccc1)N1CCCc2ccccc21	0.9	-1	0	98	-2	13	85	7	3
COc1ccc(/C=C(/NC(=O)c2ccc(OC)c(OC)c2)C(=O)NCCc2c[nH]c3ccccc23)cc1	1.2	0	8	105	1	10	110	-1	4
Cc1nc(N)c2c(Cc3cccc4ccccc34)nn(C(C)(C)C)c2n1	0.7	8	0	76	2	-32	88	8	2
Cc1noc(C)c1COc1ccc(C(=O)OCC(=O)NC2CCCCC2C)cc1 (centres undefined)	nt	-2	0	95	1	12	94	-3	1
CC(C)N(C)CCOC(=O)/C=C/c1ccccc1	1.6	2	5	94	-2	-1	96	-2	-1
CCOC(=O)c1ccccc1NC(=O)COC(=O)CCCOc1ccccc1	4.6	0	0	105	0	3	91	-1	0
COc1ccc(NC(=S)NC(=O)C2CCCCC2)cc1	4.6	3	3	95	3	32	82	8	-1
CCCCOC(=O)C1CN(c2ccccc2)N=C1C(C)=O (centres undefined)	-1.4	-12	5	98	-3	8	93	2	3

One compound at a time (already shown). Values in the order: MEX-5 binding | GLD-1 RNA inh | GRK2 aptamer HTS | AGP1 TOR yeast | Fam108B inh | VLA-4 inh | CIT2 TOR yeast | MCL1-BIM inh | BCLXL inh
Profile of N/C(=N/OC(=O)c1ccccc1F)c1nonc1N → 1.3 | 2 | 18 | 90 | 1 | 41 | 91 | -3 | 0
Profile of CC(C)(C)c1ccc(OCC(=O)NNC(=S)NC(=O)c2ccco2)c(Br)c1 → 0.3 | 5 | 0 | 94 | 4 | 11 | 92 | 10 | 7
Profile of CCS(=O)(=O)N1Cc2ccccc2CC1C(=O)NC(C)C12CC3CC(CC(C3)C1)C2 (centres undefined) → 1.0 | 3 | 0 | nt | 0 | 7 | 93 | -18 | -5

New compounds follow
SMILES	MEX-5 binding	GLD-1 RNA inh	GRK2 aptamer HTS	AGP1 TOR yeast	Fam108B inh	VLA-4 inh	CIT2 TOR yeast	MCL1-BIM inh	BCLXL inh
C=CCn1c(SCc2c(F)cccc2Cl)nnc1-c1ccco1	0.8	1	1	103	-8	-3	80	4	1
COc1cc(C(=O)NCCC(=O)N2CCCCC2)cc(OC)c1OC	0.3	2	0	103	4	12	105	-2	0
CC1(C)CC(=O)C2=C(C1)N(c1ccc(Cl)cc1)C(=O)C2(O)C(F)(F)F (centres undefined)	1.3	4	0	100	-1	7	94	-4	3
CCC(=O)c1ccc(-c2ccccc2)cc1	0.1	5	0	94	8	4	91	4	-3
O=C(Nc1ccc(Cl)cc1)OCCn1nnnc1C(c1ccccc1Cl)N1CCOCC1 (centres undefined)	1.9	8	0	104	-6	3	98	-3	1
O=C(Nc1ccccc1)c1ccccc1NS(=O)(=O)c1ccc(Cl)s1	-0.3	9	0	96	4	-2	94	-3	-4
O=C(NCc1cccnc1)c1cccnc1-c1nc2ccccc2s1	-1.9	4	6	105	7	20	103	14	9
CCC(C)(C)NC(=O)C(c1ccc(O)cc1)N(Cc1ccco1)C(=O)CCC(=O)Nc1ccccn1 (centres undefined)	1.9	8	0	100	2	0	103	0	-2
CSc1ccc(S(=O)(=O)NCC(=O)OCC(=O)NCCc2ccccc2)cc1[N+](=O)[O-]	-2.5	1	2	112	-1	-5	90	-7	-4
O=C(CCCNc1ccccc1)N/N=C/c1cccs1	-0.9	-5	0	107	-2	-3	96	-4	1
Cn1c(C(=O)N[C@@H](Cc2ccccc2)C(=O)NCCC(=O)O)cc2cc(Cl)ccc21	3.5	nt	2	95	nt	24	98	nt	nt
COc1ccc(N2CCN(C(=O)COC(=O)c3cccc(S(=O)(=O)Nc4ccccc4OC)c3)CC2)cc1	1.5	0	6	106	4	11	110	-7	2
CCOc1ccc(NC(=O)CCC(=O)N/N=C2\CCCc3ccccc32)cc1	nt	nt	0	95	nt	-5	95	nt	nt
COC(=O)c1ccc(N/C=C/C(=O)c2ccccc2)cc1	1.7	-8	2	99	0	8	108	6	4
CCn1c(NCc2cc(Cl)ccc2O)nc2ccccc21	0.9	4	0	104	2	-4	103	9	2
CCOC(=O)CN(C(=O)COc1nc(C)cc(C)c1C#N)c1ccc(F)cc1	0.8	5	0	102	2	-3	100	3	3
CN(CCC#N)C(=S)Nc1ccc(F)cc1	2.5	3	0	126	-1	1	110	1	5
CCN1CCN(C(=O)CN(C)S(=O)(=O)c2ccc(OC)c(C)c2)CC1	-0.2	5	1	100	3	1	100	4	5
O=C(NCc1ccncc1)c1ccc(Br)o1	-1.0	5	0	101	-2	5	98	4	4
N#CCc1c(C#N)c(N)nc(N2CCCC(O)C2)c1C#N (centres undefined)	-0.2	-4	3	98	1	4	78	5	9
CSc1nsc(SCC(=O)Nc2cc(C(=O)O)ccc2C)n1	0.5	-7	1	94	1	12	95	4	2
CCOC(=O)C1CC(=O)c2cc(OC)c(OC)cc2C1 (centres undefined)	0.6	60*	1	104	3	3	103	-1	-1
COc1ccc(Cl)cc1NC(=O)CN(C)CC(=O)NC(C)c1ccccc1 (centres undefined)	1.3	1	0	101	0	-1	103	8	1
COCCCn1c(=O)cc(C)[nH]c1=S	0.0	-4	2	110	1	2	114	9	2
CCOc1ccc(N2CC(C(=O)Nc3c(C)n(C)n(-c4ccccc4)c3=O)CC2=O)cc1 (centres undefined)	-1.6	9	0	104	1	2	94	2	1
SMILES	MEX-5 binding	GLD-1 RNA inh	GRK2 aptamer HTS	AGP1 TOR yeast	Fam108B inh	VLA-4 inh	CIT2 TOR yeast	MCL1-BIM inh	BCLXL inh
Cc1ccc(NC(=O)CNCC2CCCCC2)cc1S(=O)(=O)N(C)C	-0.5	-2	3	100	2	5	95	0	6
CCN1CCN(C(=O)N[C@@H](C(=O)N[C@@H]2C(=O)N3C(C(=O)O)=C(CSc4nnnn4C)CS[C@H]23)c2ccc(O)cc2)C(=O)C1=O	nt	0	0	75	-3	28	72	-14	-10
Cc1cc(C)n(/N=C/c2ccc(C(C)C)cc2)c(=O)c1C#N	-1.4	-1	0	79	-6	13	78	-5	1
O=C(Cc1ccc(Cl)cc1)N1CCOCC1	-1.2	0	nt	97	-4	5	100	1	-2
CC1Cc2ccccc2N1S(=O)(=O)c1ccc2c(c1)n(C)c(=O)c(=O)n2C (centres undefined)	2.4	-4	4	88	2	10	94	3	3
CN(C)S(=O)(=O)Nc1ccc(Oc2ccccc2)cc1	1.9	2	0	?	0	10	?	7	4
COc1ccccc1C(=O)Nc1ccc(S(=O)(=O)N2CCCC2)cc1	-2.8	2	0	99	-1	-1	100	-7	2
O=c1[nH]c(C2CCCN(S(=O)(=O)c3cccc(Cl)c3)C2)nc2c1nnn2Cc1ccc2c(c1)OCCO2 (centres undefined)	1.3	6	0	103	-12	-22	102	2	6
C=CCn1c(SC(C)C(=O)NCc2ccc3c(c2)OCO3)nc2scc(-c3ccccc3)c2c1=O (centres undefined)	-2.0	0	0	97	-7	3	93	-1	-2
COc1ccc(C(=O)Nc2cc(Cl)cc(Cl)c2)c(OC)n1	-1.6	-1	0	100	0	-7	106	3	6

Ordered by heavy-atom count (smallest number first): some entries from above
SMILES	MEX-5 binding	GLD-1 RNA inh	GRK2 aptamer HTS	AGP1 TOR yeast	Fam108B inh	VLA-4 inh	CIT2 TOR yeast	MCL1-BIM inh	BCLXL inh
O=C(Cc1ccc(Cl)cc1)N1CCOCC1	-1.2	0	nt	97	-4	5	100	1	-2
Cc1ccc(NC(=O)CNCC2CCCCC2)cc1S(=O)(=O)N(C)C	-0.5	-2	3	100	2	5	95	0	6
CC1Cc2ccccc2N1S(=O)(=O)c1ccc2c(c1)n(C)c(=O)c(=O)n2C (centres undefined)	2.4	-4	4	88	2	10	94	3	3
O=c1[nH]c(C2CCCN(S(=O)(=O)c3cccc(Cl)c3)C2)nc2c1nnn2Cc1ccc2c(c1)OCCO2 (centres undefined)	1.3	6	0	103	-12	-22	102	2	6
CCN1CCN(C(=O)N[C@@H](C(=O)N[C@@H]2C(=O)N3C(C(=O)O)=C(CSc4nnnn4C)CS[C@H]23)c2ccc(O)cc2)C(=O)C1=O	nt	0	0	75	-3	28	72	-14	-10
